Bioassay records as filed in PubChem.
HADH2 inh: HADH2 (human) dehydrogenase inhibition | Q99714 | recombinant HADH2, NADH fluorescence, beta-hydroxybutyryl-CoA | Potency, µM (doses to about 57.1 µM), inactives show top-dose activity change, negative = inhibition, actives largely listed as inhibitors | actives 3.4% (n = 73,000) | AID 886; note: potency is the fitted concentration of half-maximal effect; % is set by controls: 0 for no effect and ±100 for the full control effect; nearly all actives have a fitted effect of over 60% in size; many of its hits are not listed in these tables
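Buffer 100 mM Tris-HCl pH 9.0/0.01% Tween-20; HADH2 20 nM; NAD+ 1 mM; beta-hydroxybutyryl-CoA 90 uM (all final). 15 min cpd preincubation, RT.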
BRCT inh green: blocks human BRCA1 BRCT binding to phosphopeptide, green readout; P38398; BRCA1 BRCT-phosphopeptide binding, green fluorescence polarization; Potency, µM (doses to about 76.9 µM), for inactives: at the top dose activity change, negative = inhibition, actives largely listed as inhibitors; actives 0.05% (n = 75,000);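 note: potency is the fitted concentration of half-maximal effect; plate controls were peptide without protein for full effect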
Target sequence (P38398 whole entry, looked up): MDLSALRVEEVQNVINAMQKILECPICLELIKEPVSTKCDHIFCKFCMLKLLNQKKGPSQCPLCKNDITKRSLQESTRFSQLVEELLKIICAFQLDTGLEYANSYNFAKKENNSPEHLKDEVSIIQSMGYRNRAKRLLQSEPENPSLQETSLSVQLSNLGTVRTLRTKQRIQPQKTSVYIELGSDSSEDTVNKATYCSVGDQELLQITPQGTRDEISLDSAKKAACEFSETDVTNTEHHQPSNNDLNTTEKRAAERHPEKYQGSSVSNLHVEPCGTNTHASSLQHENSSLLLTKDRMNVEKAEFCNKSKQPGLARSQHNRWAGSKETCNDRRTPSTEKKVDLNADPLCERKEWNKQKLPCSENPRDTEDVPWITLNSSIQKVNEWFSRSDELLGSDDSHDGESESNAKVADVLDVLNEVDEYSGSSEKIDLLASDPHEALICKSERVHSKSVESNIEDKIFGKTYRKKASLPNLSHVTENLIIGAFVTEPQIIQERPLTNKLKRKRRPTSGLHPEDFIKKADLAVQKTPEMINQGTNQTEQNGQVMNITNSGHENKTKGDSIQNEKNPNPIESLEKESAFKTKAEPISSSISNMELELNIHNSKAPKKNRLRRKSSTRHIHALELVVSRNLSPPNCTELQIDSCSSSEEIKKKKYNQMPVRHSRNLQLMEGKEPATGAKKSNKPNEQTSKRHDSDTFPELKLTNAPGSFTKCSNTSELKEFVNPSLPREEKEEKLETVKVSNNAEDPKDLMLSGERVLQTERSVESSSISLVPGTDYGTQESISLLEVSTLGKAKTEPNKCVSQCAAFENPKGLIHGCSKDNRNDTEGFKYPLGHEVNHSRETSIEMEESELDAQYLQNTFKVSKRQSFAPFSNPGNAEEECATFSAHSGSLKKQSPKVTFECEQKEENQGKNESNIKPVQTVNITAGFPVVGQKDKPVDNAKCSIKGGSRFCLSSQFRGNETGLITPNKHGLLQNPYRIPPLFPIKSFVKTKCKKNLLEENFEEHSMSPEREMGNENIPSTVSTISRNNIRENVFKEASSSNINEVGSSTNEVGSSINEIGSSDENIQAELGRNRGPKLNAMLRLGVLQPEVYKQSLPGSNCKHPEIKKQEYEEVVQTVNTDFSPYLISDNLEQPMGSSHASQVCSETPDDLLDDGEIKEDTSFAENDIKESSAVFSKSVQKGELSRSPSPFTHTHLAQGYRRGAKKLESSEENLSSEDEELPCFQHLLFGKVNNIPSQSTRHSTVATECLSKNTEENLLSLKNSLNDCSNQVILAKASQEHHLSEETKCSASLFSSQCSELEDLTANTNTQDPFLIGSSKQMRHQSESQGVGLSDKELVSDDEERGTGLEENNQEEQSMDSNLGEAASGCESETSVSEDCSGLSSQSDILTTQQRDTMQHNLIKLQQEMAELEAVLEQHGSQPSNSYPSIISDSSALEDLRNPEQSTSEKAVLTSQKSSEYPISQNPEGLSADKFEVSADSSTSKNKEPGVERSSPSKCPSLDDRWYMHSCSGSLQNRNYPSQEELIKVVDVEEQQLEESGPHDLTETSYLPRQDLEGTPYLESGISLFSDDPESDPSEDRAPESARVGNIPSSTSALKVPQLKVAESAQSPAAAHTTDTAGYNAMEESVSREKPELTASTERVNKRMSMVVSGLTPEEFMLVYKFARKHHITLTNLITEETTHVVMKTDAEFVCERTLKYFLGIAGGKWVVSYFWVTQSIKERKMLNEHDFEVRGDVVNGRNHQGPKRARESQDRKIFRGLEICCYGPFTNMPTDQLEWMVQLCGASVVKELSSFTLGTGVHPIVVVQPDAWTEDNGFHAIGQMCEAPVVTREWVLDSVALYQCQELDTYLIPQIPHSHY
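Compounds were incubated for 12 min at room temperature with a complex of 100 nM fluorescein-tagged pBACH1 decapeptide and 250 nM His-tagged BRCT protein. Buffer was phosphate pH 7.3 with EDTA, DTT and Tween 20. Disruption of binding lowers the polarization signal.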
Pol III holo inh: blocks replication by bacterial DNA polymerase III holoenzyme; reconstituted DNA polymerase III holoenzyme replication, biochemical; Potency, µM (series often up to 57.1 µM), without a hit: top-dose activity change, negative = inhibition; actives 0.25% (n = 71,000); AID 603; note: potency is the fitted concentration of half-maximal effect; % is set by controls: 0 for no effect and ±100 for the full control effect
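Reconstituted *E. coli* holoenzyme (0.35 nM Pol III, 1 nM beta, 154 nM SSB, 2 nM primase) was preincubated with compound for 15 min at RT. Synthesis on 1.4 nM ssM13Gori ran 35 min, then was stopped with PicoGreen/EDTA and read as dsDNA fluorescence.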
Epigenetic mod: derepresses silenced GFP locus in mouse C127i cells; AID 597; mouse C127i GFP locus derepression, cytometry, 30 h; Potency, µM (highest dose often 46.1 µM), for inactives: at the top dose GFP derepression (activation); actives 0.09% (n = 68,000); note: % of control where 0% means no effect
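Derepression screen: silenced CMV-GFP reporter in murine C127i cells, 30 h compound incubation at 37 C, washed cells imaged by laser-scanning cytometer to enumerate GFP-expressing objects of 20 to 120 um.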
BRCT PPI red: disrupts BRCA1 BRCT binding to phosphoprotein, red fluorophore readout. BRCT-phosphopeptide binding, red fluorescence polarization. Potency, µM (top dose mostly 76.9 µM), for the others: at the highest dose activity change, negative = inhibition, most hits filed as inhibitors. actives 0.03% (n = 75,000); note: % is set by controls: 0 for no effect and ±100 for the full control effect
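Rhodamine-labelled pBACH1 10-mer (100 nM) bound to BRCT domain (100 nM) at pH 7.3; compounds incubated 12 min room temperature, polarization read. Free peptide defines full inhibition; unlabelled decapeptide titrated as control.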
Hsp90 Hop PPI: changes Hsp90-Hop TPR2A binding signal, up or down; AID 595; Potency, µM (top dose mostly 57 µM), without a hit: top-dose activity change, negative = inhibition; actives 0.44% (n = 71,000); AlphaScreen TPR2A-His6 binding biotin-Hsp90 C-terminal peptide; active = well fitted curve in either direction with a large enough effect; inconclusive = small, poorly fitted or top-dose-only effect, or another doubt; note: potency is the fitted concentration of half-maximal effect; % is set by controls: 0 for no effect and ±100 for the full control effect; many of its hits are not listed in these tables
CRE-bla Fsk: modulators of forskolin-stimulated CRE signaling in CHO cells. CHO CRE-bla reporter (cAMP response element driving beta-lactamase), forskolin EC10, beta-lactamase ratio. actives 2.5% (n = 71,000). Potency, µM (series often up to 38.2 µM), inactives show at the top dose activity change, negative = inhibition, most hits filed as activators. AID 662; active = well fitted activation curve with a large enough effect in the signal ratio, with a control signal flat, not every such curve was filed as active; inconclusive = small, poorly fitted or top-dose-only effect, or effect the other way, or a change in a side signal; the % refers to the signal ratio; note: potency is the fitted concentration of half-maximal effect; % of control where 0% means no effect
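Reporter-gene assay: CHO cells with beta-lactamase behind cAMP responsive elements, co-treated with compound and EC10 NKH 477 for 3 hours at 37 degrees Celsius. Activity came from the 460/530 nm CCF4 emission ratio.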
USP2a inh: blocks human ubiquitin-specific protease USP2a. Potency, µM (top dose mostly 38.3 µM), inactives show at the top dose activity change, negative = inhibition, most hits filed as inhibitors. AID 927. actives 0.1% (n = 60,000). USP2a enzymatic assay, qHTS inhibition;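 note: potency is the fitted concentration of half-maximal effect; nearly all actives have a fitted effect of over 60% in size; plate controls were DMSO for no effect and NEM full inhibition control for full effect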
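Inhibition is measured in a cell-free coupled assay with 20 nM USP2 core, 20 nM Ub-PLA2 and 20 uM NBD C6-HPC, 2.5 h incubation. Activity normalized to NEM control.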
HBB splice mod: modulators of hemoglobin beta chain splicing; HBB splicing reporter cell assay, activation; EGFP reporter with mutant IVS2-654 intron; response scale: normalised to 500 nM splice-correcting PNA; Potency, µM (doses to about 46.1 µM), without a hit: at the top dose activation, most hits filed as activators; actives 0.06% (n = 65,000); AID 925; note: potency is the fitted concentration of half-maximal effect; 0% is about no effect
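Compounds were applied for 2 days to HeLa EGFP-654 cells, 500/well in Optimem with 2% FCS. The reporter's EGFP is disrupted by mis-splicing of beta-globin intron IVS2-654. Readout: summed well GFP fluorescence from 488 nm laser scanning; reference was 500 nM antisense […] 654 PNA.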
15-hLO inh: blocks human 15-lipoxygenase activity. purified 15hLO-1, xylenol orange hydroperoxide absorbance. Potency, µM (highest dose often 57.1 µM), for the others: top-dose activity change, negative = inhibition, actives largely listed as inhibitors. actives 1.4% (n = 74,000); note: potency is the fitted concentration of half-maximal effect; % is set by controls: 0 for no effect and ±100 for the full control effect; nearly all actives have a fitted effect of over 55% in size
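Inhibition is scored from a chromogenic endpoint. After 15 min enzyme-compound contact, arachidonic acid (50 uM final) reacts 6 min with 40 nM 15hLO-1 at room temperature, then Fe-XO reagent is added for 30 min and absorbance ratio recorded.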
Ub-GFP proteasome: inhibits proteasome, raising ubiquitin-GFP reporter fluorescence; Ubiquitin-GFP reporter cells, proteasome inhibition, GFP fluorescence; response scale: untreated = 0%, 10 µM MG-132 = 100%; Potency, µM (highest dose often 45.9 µM), for inactives: at the top dose activation (GFP accumulation), most hits filed as activators; 67,000 tested, under 10 active; active = well fitted activation curve with a large enough effect, not every such curve was filed as active; inconclusive = small, poorly fitted or top-dose-only effect, or another doubt; inactive = no such curve, though single readings can be large or run the other way; note: potency is the fitted concentration of half-maximal effect
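Proteasome block read as GFP accumulation: ubiquitin(G76V)-GFP U2OS cells exposed to compound (2.9 nM–46 uM) for 4 hr at 37 C. Normalization used untreated cells as 0% and 10 uM MG-132 as 100%; concentration-response curves fitted.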
* marks the source's active call; other numbers are inactive results; ? = inconclusive; / = no result given; [ ] = another dose, or the depositor's remark. Unless noted, calls come from the whole dose curve; as a rule, active = well fitted curve in the direction sought with a large enough effect; inconclusive = small, poorly fitted or top-dose-only effect, or another doubt; inactive = no such curve, though single readings can be large; an effect the other way counts as inactive or inconclusive. Not all compounds are listed (hit frequency here may not be typical).

SMILES	HADH2 inh	BRCT inh green	Pol III holo inh	Epigenetic mod	BRCT PPI red	Hsp90 Hop PPI	CRE-bla Fsk	USP2a inh	HBB splice mod	15-hLO inh	Ub-GFP proteasome
Cc1c(Nc2nc3ccccc3nc2N2CCN(c3ccccc3)CC2)c(=O)n(-c2ccccc2)n1C	-5%[11.4 µM]	-1.2%	-4%[11.4 µM]	0%	0.6%	-6%[11 µM]	16%[7.6 µM]	22%[7.66 µM]	-1.8%[0.0738 µM]	-1%[11.4 µM]	-8%[9.17 µM]
CCc1nc2cc(Cl)c(Cl)cc2[nH]1	1%	1.0%	-4%	0%	-0.1%	0%	-2%	-4%	-1.7%	-4%	-2%
COc1ccccc1NC(=O)CSc1nnc(C2CCCCC2)n1C	8%	-1.5%	-6%	-3%	0.0%	2%	-1%	0%	0.4%	6%	1%
O=c1[nH]c2ccc(S(=O)(=O)NCc3ccccn3)cc2s1	-20%	-1.4%	4%	1%	-0.2%	-5%	-9%	-8%	-0.7%	6%	5%
COc1ccc(NC(=O)CN2CCN(S(=O)(=O)c3ccc(Cl)cc3)CC2)cc1	12%	-2.5%	-5%	3%	0.7%	-6%	-8%	25%	0.6%	-1%	-4%
Cc1cc(=O)oc(C)c1C(=O)NCCCN1CCN(c2ccc(F)cc2)CC1	-3%	-5.7%	-16%	0%	0.8%	-6%	?	13%	3.6%	3%	-10%
CCOC(=O)CCCCC(=O)c1[nH]c(=O)[nH]c1CSc1nc(C)cc(C)n1	-28%[11.4 µM]	0.3%	-5%[11.4 µM]	-2%	-1.3%	?	?	7%[7.66 µM]	-3.3%[0.0738 µM]	6%[11.4 µM]	-1%[9.17 µM]
O=C(O)C1CCCCC1C(=O)NCCc1ccccc1 (configuration not stated)	-2%	0.0%	-5%	0%	1.5%	-2%	-9%	-5%	0.2%	8%	7%
CC(=O)Nc1cccc(NC(=O)CSc2nnnn2C(C)C)c1	-3%	-1.4%	-5%	0%	0.4%	0%	?	-7%	-2.1%	1%	2%
COc1cccc(-n2c(C)nc3c(cnn3-c3ccc(Cl)cc3)c2=O)c1	4%	-1.1%	0%	-1%	0.6%	-3%	10%	17%	-1.1%	-8%	5%
CCCCOc1ccc(C(=O)Nc2cccc(C)n2)cc1	-6%	-0.5%	-9%	1%	1.0%	?	12%	-6%	-0.6%	-15%	-9%
Cc1ccc2nc(-c3ccccc3)cn2c1	44%[activator]	1.3%	-2%	0%	0.8%	-5%	-9%	-8%	-0.3%[57.5 µM]	4%	1%
CC(C)(CC(=O)O)Cc1nc(-c2ccc(Cl)cc2)no1	6%	-0.4%	-6%	/	-2.1%	4%	-7%	/	-1.1%	1%	-2%
CC1=CC(C)C(/C=N/n2cnnc2)C(C)C1 (configuration not stated)	20%	-0.6%	-8%	1%	-1.8%	0%	-2%	-1%	-0.2%[57.5 µM]	11%	-1%
CN(C)CCCN=c1c2ccccc2n(C)c2[nH]c(=O)n(C)c(=O)c12	-4%[11.4 µM]	-1.5%[15.4 µM]	-22%[11.4 µM]	1%[9.22 µM]	0.3%[15.4 µM]	-5%[11 µM]	22%[7.6 µM]	/	-0.1%[9.22 µM]	8%[11.4 µM]	-4%[9.17 µM]
COC(=O)c1ccc(Oc2nc(C)cc(Oc3ccccc3)n2)cc1	-5%	-0.6%	-1%	5%	-0.3%	17%	?	3%	0.4%	-3%	-11%
CCNC(=O)N1C(=O)C2(OCCO2)c2cc(Br)ccc21	-6%	0.6%	-3%	2%	1.0%	-3%	-1%	0%	-7.2%[0.369 µM]	-5%	-2%
COc1cccc(CN2CCNC(=O)C2CC(=O)O)c1OC (configuration not stated)	10%	-1.1%	-6%	/	-1.0%	-4%	2%	/	-0.9%	4%	1%
COc1ccc(S(=O)(=O)N2CCC(C(=O)NCc3ccco3)CC2)cc1	?	-2.7%	-7%	5%	0.1%	-3%	-7%	4%	0.0%	-9%	-1%
COC(=O)CSc1nnc(SCc2ccc(OC)cc2)s1	0%	-2.0%	-3%	-1%	-0.6%	10%	?	3%	-0.9%	3%	15%
Nc1cc(=O)[nH]c(=O)n1Cc1ccco1	1%	0.3%	-2%	8%	1.1%	-4%	-11%	1%	0.7%	7%	6%
N#Cc1c(-c2ccco2)nc(SCC(=O)Nc2cccc(Cl)c2)[nH]c1=O	?	2.4%	-3%	4%	-0.6%	-1%	1%	34%[activator]	-0.8%	-5%	6%
COC(=O)c1oc2ccc(Br)cc2c1NC(C)=O	-1%	-0.5%	2%	/	-0.5%	1%	?	/	-0.3%	-6%	1%
CN1CC(=O)N(CC(=O)Nc2ccc(N(C)C)cc2)c2ccccc2C1=O	6%	-2.8%	-8%	1%	-0.5%	-5%	-2%	0%	/	-2%	3%
CCn1c(Cc2c(C)[nH]c3ccccc23)n[nH]c1=S	-25%	0.6%	-2%	0%	0.9%	-10%	1%	5%	0.0%	-15%	-1%
Cc1cc(C(=O)CSc2nnc(-c3ccccc3F)o2)c(C)n1Cc1cccs1	-1%	1.3%	4%	0%	-2.7%	-2%	-6%	38%[activator]	-0.1%	0%	-4%
CCOc1ccccc1NC(=O)c1cc(Cl)ccc1NC(=O)c1ccco1	-1%	-0.6%	3%	-5%	-0.6%	-1%	3%	2%	-0.8%	5%	-3%
Cc1nc2nc[nH]n2c(=O)c1CCC(C)C	12%	-3.0%	8%	-2%	0.2%	?	9%	-5%	0.4%[57.5 µM]	2%	3%
CCOC(=O)c1cccc(NC(=O)CNS(=O)(=O)c2cccs2)c1	8%	1.0%	-6%	2%	-0.3%	0%	-4%	15%	0.1%	-4%	-4%
COc1cc(OC)c(C2N(c3ccccn3)C(=O)C3CCCN32)cc1OC (configuration not stated)	10%	-1.6%	6%	1%	-1.2%	2%	8%	-1%	-0.9%	1%	-14%

Compound profiles, from the list above. Order of screens: HADH2 inh	BRCT inh green	Pol III holo inh	Epigenetic mod	BRCT PPI red	Hsp90 Hop PPI	CRE-bla Fsk	USP2a inh	HBB splice mod	15-hLO inh	Ub-GFP proteasome
Nc1cc(=O)[nH]c(=O)n1Cc1ccco1 reads 1%	0.3%	-2%	8%	1.1%	-4%	-11%	1%	0.7%	7%	6%
COC(=O)CSc1nnc(SCc2ccc(OC)cc2)s1 reads 0%	-2.0%	-3%	-1%	-0.6%	10%	?	3%	-0.9%	3%	15%
CCOC(=O)c1cccc(NC(=O)CNS(=O)(=O)c2cccs2)c1 reads 8%	1.0%	-6%	2%	-0.3%	0%	-4%	15%	0.1%	-4%	-4%

Continuation:
SMILES	HADH2 inh	BRCT inh green	Pol III holo inh	Epigenetic mod	BRCT PPI red	Hsp90 Hop PPI	CRE-bla Fsk	USP2a inh	HBB splice mod	15-hLO inh	Ub-GFP proteasome
CCN(CC)C(=O)c1cn(C)c(=O)c2cc(OC)c(OC)cc12	1%	-7.4%	-3%	2%	-1.1%	0%	?	-2%	-1.3%	27%	-4%
Cc1c(C(=O)N2CCN(c3ccccn3)CC2)sc2ncnc(N3CCN(c4ccccc4)CC3)c12	-19%	1.1%	-1%	-4%	-1.0%	-5%	6%	14%	0.6%	-1%	3%
CCCn1c(SCC(=O)Nc2cc(C)on2)nc2c1c(=O)n(C)c(=O)n2C	-2%	-1.3%	-2%	-3%	0.2%	-3%	?	2%	/	3%	-2%
COCCN(CC(=O)Nc1cccc(C)c1)S(=O)(=O)c1ccc(S(=O)(=O)N2CCCC2)cc1	?	0.6%	2%	-1%	0.0%	1%	0%	-4%	-1.0%	5%	-3%
Cn1c(=O)c2c(nc(SCC(=O)O)n2Cc2cccc(C(F)(F)F)c2)n(C)c1=O	-6%	-2.0%	0%	0%	-1.4%	-2%	-2%	6%	-1.3%	7%	5%
O=C(COc1cccc(NC(=O)c2ccco2)c1)c1ccccc1	-8%	-1.8%	-6%	2%	0.4%	-2%	0%	6%	/	-1%	0%
CC1CCN(c2c(NCc3ccc(C(=O)NCc4cccnc4)cc3)c(=O)c2=O)CC1	-12%	-1.2%	-4%	-6%	-0.5%	-3%	-3%	/	-0.3%	-24%	0%
CCCc1nc2ccccc2c(=O)n1NC(=O)c1c(O)c2ccccc2[nH]c1=O	7%	1.1%	-9%	-4%	1.5%	-6%	-2%	46%[activator]	0.7%	-9%	0%
